A549 tox: kills or reduces viability of A549 cells in Nrf2 counter-screen | A549 ARE-Fluc cells, CellTiter-Fluor viability, 18-24 h | 0.16% of 390,000 active | AID 504648 | Potency, µM (doses to about 46 µM), inactives show top-dose activity change, negative = cytotoxicity, hits mostly inhibitors; also: potency is read from the fitted curve at half-maximal effect; % is scaled to controls: 0 for no effect and ±100 for the full control effect
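A549 ARE_Fluc cells in 5% FBS OPTI-MEM were exposed to compounds in concentration-response for 18-24 h at 37 deg C. Viability was read by CellTiter-Fluor fluorescence (Ex 405/Em 525) after 30 min, before the luciferase read.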
ATXN2 expr inh: reduces ATXN2 reporter expression in HEK-293 cells | HEK-293 ATXN2-luciferase reporter, luminescence, 24 h | Potency, µM (top dose mostly 57 µM), inactives show top-dose activity change, negative = inhibition, usual class: inhibitors | 0.72% of 360,000 active | AID 1745845; also: potency is read from the fitted curve at half-maximal effect; % is scaled to controls: 0 for no effect and ±100 for the full control effect; nearly all actives have a fitted effect of over 55% in size
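ATXN2-luciferase reporter cells (luciferase flanked by upstream and downstream ATXN2 gene portions) were treated 24 h at 37 °C with compounds at up to 57 uM. SteadyGlo luminescence gave expression; GF-AFC fluorescence gave viability.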
IL1B secr inh: inhibitors of inflammasome signaling (IL-1 beta secretion). activity change, % at 57.5 µM. THP-1 LPS/ATP IL-1B secretion, AlphaLISA, 16 h; active compounds read low. 4.7% of 360,000 active; in the data active = activity change below about -50%; inconclusive = mostly about -30% to -49%; also: % is scaled to controls: 0 for no effect and ±100 for the full control effect
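THP-1 cells pretreated 1 hr with compounds (up to 57.5 uM final), then stimulated with LPS (250 ng/mL final) plus ATP (1.25 mM final); secreted IL-1B measured by AlphaLISA after 16 hr, decreased signal indicating inhibition.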
MCF10A rerep: induces DNA re-replication in MCF 10a normal breast cells. 2.9% of 350,000 active. Potency, µM (top dose mostly 46.1 µM), inactives show at the highest dose activity, positive = re-replication, usual class: activators. MCF 10A DNA re-replication, Hoechst nuclear intensity, 48 h; also: potency is read from the fitted curve at half-maximal effect; % of control where 0% means no effect; nearly all actives have a fitted effect of over 50% in size
Nrf2 inh: inhibitors of Nrf2 signaling. 2.1% of 360,000 active. A549 ARE-Fluc reporter, luciferase luminescence, 18-24 h. Potency, µM (titrated, usually from 46 µM), for the others: at the top dose activity change, negative = inhibition, most hits filed as inhibitors. AID 504444; also: potency is read from the fitted curve at half-maximal effect; % is scaled to controls: 0 for no effect and ±100 for the full control effect; nearly all actives have a fitted effect of over 60% in size
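Cells were seeded and rested 2 h, then exposed to compounds for 18-24 h. CellTiter-Fluor was read first as a viability measure. BugLite was added 15 min before the final luminescent read of ARE-luciferase activity in A549 cells.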
HepG2 viability: kills HepG2 cells in TGF-b inhibitor counter-screen; HepG2 CAGA-GFP viability, ATP luminescence, 18 h; 0.76% of 410,000 active; Potency, µM (titrated, usually from 46.1 µM), for the others: top-dose activity change, negative = cytotoxicity, most hits filed as cytotoxic; also: potency is read from the fitted curve at half-maximal effect; some results filed as inactive show a strong effect at the top dose
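CellTiter-Glo luminescence gave cytotoxicity after 18 hours at 37 degrees C. The cells were HepG2 CAGA-GFP in 1% FBS DMEM, stimulated with 500 pg/mL TGF-beta after compound addition. %Activity was normalised to no-cell wells (complete cell-killing) and DMSO (no toxicity), and curves were fitted and classified.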
S2 tox: cell viability loss in ATXN counter-screen; Potency, µM (doses to about 56.7 µM), hits mostly cytotoxic; AID 651635; 0.49% of 400,000 active; S2 cells (HEK-293 line with an ATXN2-luciferase reporter) viability, CellTiter-Fluor protease fluorescence, 24 h; also: potency is read from the fitted curve at half-maximal effect; nearly all actives have a fitted effect of over 40% in size
Nrf2 ARE act: activates Nrf2 signaling. AREc32 ARE-luciferase reporter (MCF7-derived line), luminescence, 24 h. Potency, µM (highest dose often 46.1 µM), for inactives: at the highest dose activation, hits mostly activators. 0.31% of 410,000 active. AID 624171; also: potency is read from the fitted curve at half-maximal effect; % of control where 0% means no effect; nearly all actives have a fitted effect of over 65% in size
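Luciferase luminescence (Steady-Glo, 30 min at room temperature) served as the read-out of ARE activation in AREc32 cells treated with compounds for 24 hr at 37 deg C.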
TGFb inhibitor: inhibitors of TGF-b signaling; HepG2 CAGA-GFP TGF-b/SMAD3 reporter, GFP fluorescence, 18 h; TGF-beta stimulated, 500 pg/mL final; 1.2% of 410,000 active; Potency, µM (series often up to 46.1 µM), for inactives: at the top dose activity, negative = inhibition, hits mostly inhibitors; also: potency is read from the fitted curve at half-maximal effect; % is scaled to controls: 0 for no effect and ±100 for the full control effect; nearly all actives have a fitted effect of over 65% in size
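Read-out: total well GFP (ex488/em500-530) summed from mean per-cell fluorescence. Cells: HEPG2 CAGA-GFP, 1% FBS DMEM, 18 h at 37 degrees C with 500 pg/mL final TGF-beta. Unstimulated wells served as the full-inhibition control; stimulated DMSO wells = 0%.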
* marks the source's active call; other numbers are inactive results; i = inactive; u = inconclusive; x = no result given; [ ] = another dose, or the depositor's remark. Unless noted, calls follow the shape of the dose curve; as a rule, active = well fitted curve in the direction sought with a large enough effect; inconclusive = small, poorly fitted or top-dose-only effect, or another doubt; inactive = no such curve, though single readings can be large; an effect the other way counts as inactive or inconclusive.

SMILES | A549 tox | ATXN2 expr inh | IL1B secr inh | MCF10A rerep | Nrf2 inh | HepG2 viability | S2 tox | Nrf2 ARE act | TGFb inhibitor
O=C(O)c1cc(O)c2c(c1)[C@@H]([C@H]1c3cc(C(=O)O)cc(O)c3C(=O)c3c(O[C@@H]4O[C@H](CO)[C@@H](O)[C@H](O)[C@H]4O)cccc31)c1cccc(O[C@@H]3O[C@H](CO)[C@@H](O)[C@H](O)[C@H]3O)c1C2=O | -23% | -2% | 18 | -12% | 6% | -27% | i | -0.1% | 14µM*
O=C(COC(=O)c1cccc(S(=O)(=O)N2CCOCC2)c1)NCc1ccccc1 | 1% | -1% | -11 | -4% | u | -7% | i | 0.3% | -2%
COC(=O)c1cccc(CN2C(=O)C(C)Sc3cc(Cl)ccc32)c1 (stereo not given) | x | -5% | 16 | x | x | -23% | i | 3.4%[9.22 µM] | 12%
COc1cccc(NC(=O)C2C3CC4OC(=O)C2C4C3)c1 (stereo not given) | -2% | 19% | -3 | -2% | x | 2% | i | -0.6% | 22%
N#Cc1cnn2ccc(-c3cc(N4CCOCC4)ccc3[N+](=O)[O-])nc12 | u | -1% | -19 | -1% | u | -3% | i | -0.1% | 0%
Cc1ccc2nc(-c3ccc(NC(=O)COC(=O)c4ccc(Br)o4)cc3)sc2c1 | -12% | -29% | 28 | 2% | u | -25% | u | -0.5% | 19%
COc1cccc(S(=O)(=O)N(C)C[C@@H]2OCc3cnnn3CCCC(=O)N([C@H](C)CO)C[C@@H]2C)c1 | x | 4% | 2 | x | x | -1% | u | -0.1% | -7%
CC(C)(C)NC(=O)c1ccc2nc(CCc3ccccc3)oc2c1 | 10% | 17% | x | x | x | -2% | i | 3.8% | -10%
CCOC(=O)CNC(=O)c1nn(-c2cccc(OC)c2)c(=O)c2ccccc12 | -3% | 1% | 12 | 1% | x | -1% | i | 0.3% | -1%
COc1ccccc1C(=O)N/C(=C\c1cn(C)c2ccccc12)C(=O)NCCN1CCOCC1 | x | x | -15 | x | x | 0% | i | 3.4% | 1%
COc1cccc(/C=C/c2onc(C)c2S(=O)(=O)N2CCC(C(=O)N3CCC(C)CC3)CC2)c1 | -7% | x | x | x | x | 3% | x | 0.4% | u
N#CC(C#N)=c1ccc2c(c1)NC1(CCCCC1)N=2 | u | u | -104* | u | -8% | -58% | x | u | u
COc1cc(/C=N/Nc2ccc(S(N)(=O)=O)cc2[N+](=O)[O-])cc(OC)c1O | 1% | x | -25 | -1% | 24% | 5% | i | 6.8% | 1%
COCCNC(=O)C1(C)CCCN(Cc2ccc(-c3ccccn3)cc2)C1 (stereo not given) | x | -2% | -29 | x | x | 1% | i | 0.3%[9.22 µM] | -1%
CCN1C[C@@H]2[C@@H]3C(=O)N(C)C(=O)[C@@H]3[C@](CC)(C(=O)OC)N2C1=NC | -3% | 3% | 3 | -2% | 5% | 7% | i | 0.2% | -26%
Cn1c(=O)c2cc(NC(=O)NCc3ccc(F)cc3)ccc2n1C | x | 11% | -12 | x | x | -1% | i | 0.6% | 5%
Cn1nccc1NC(=O)NC(=O)c1c(Cl)cccc1Cl | 11% | x | 3 | -1% | -7% | -15% | i | 1.4% | -15%
CCOC(=O)c1nn(-c2ccccc2C)c(=O)c(C#N)c1C | -14% | -4% | 29 | 9% | -4% | -75% | i | -0.8% | -10%
COc1cccc(CNC(=O)CN2C(=O)CCCc3ccccc32)c1OC | 0% | 9% | x | x | 14% | 9% | i | 0.0% | 1%
Cc1cccc(-n2ncc3c2CCCC3NC(=O)C2=CC(=O)CC(C)(C)O2)c1C (stereo not given) | -9% | -11% | i | 22% | u | 14% | i | -0.1% | -7%
CC(C)OC(=O)c1c(NC(=O)C2CC=CCC2C(=O)O)sc2c1CCCCC2 (stereo not given) | -13% | 8% | u | 15% | -11% | 4% | u | -0.5% | 0%
O=C1NC2(CCCCC2)C(=O)N1CCS(=O)(=O)Oc1ccc(Br)cc1 | -3% | -9% | 8 | -31%[inhibitor] | 14% | -23% | i | 0.1% | -14%
C=CCNC(=O)C(=O)NCC(c1ccc2c(c1)OCO2)N1CCN(c2ccc(F)cc2)CC1 (stereo not given) | -5% | -7% | 36 | 6% | 4% | 10% | i | -0.4% | 2%
CC(C)C[C@H]1CN(CCCC[C@@H]2CNC(=O)C(=O)N2CC2CCCCC2)C(=O)C(=O)N1CC1CCCCC1 | x | 7% | -4 | x | x | x | i | 4.2% | x
Cc1cccc(NC(=O)N2CCC(CN3CCOCC3)CC2)c1C | 9% | -10% | x | x | u | 0% | i | -0.3% | 7%

Next results:
SMILES | A549 tox | ATXN2 expr inh | IL1B secr inh | MCF10A rerep | Nrf2 inh | HepG2 viability | S2 tox | Nrf2 ARE act | TGFb inhibitor
CN1C(=O)CC(C(=O)Nc2ccc(F)cc2)SC1=Nc1ccc2c(c1)OCO2 (stereo not given) | -7% | -22% | u | -2% | -14% | -19% | i | 0.5% | -19%
O=C(C[n+]1ccccc1)NNc1ccccc1 | 12% | u | 10 | 19% | -17% | -12% | u | 0.8% | u
Cc1nnc(N/N=C/c2cc([N+](=O)[O-])c(N3CCC(C)CC3)cc2N2CCC(C)CC2)n1N | u | -27% | -68* | u | 18µM* | -96% | i | -2.9% | -13%
O=C(O)CN1C(=O)/C(=C\c2cc(Br)ccc2OCc2ccccc2Cl)SC1=S | -13% | -14% | 52 | u | -20% | -10% | i | 5.1% | u
COC(=O)C1=C(C)Nc2c(c(=O)n(C)c(=O)n2C)C1c1ccncc1 (stereo not given) | 0% | -6% | 0 | 0% | 9% | -11% | i | 0.2% | -6%
C(=N\N1CCN(Cc2ccccc2)CC1)/c1cccnc1 | -10% | 10% | 14 | 2% | 16% | -4% | i | 0.4% | 28%
O=C(OCCN1CCCC1=O)c1cncc(Br)c1 | 1% | 1% | 12 | -6% | u | 1% | i | -0.8% | -1%
O=C(CSc1nnc(-c2ccccc2Cl)o1)Oc1ccc(Br)cc1 | -7% | -8% | 15 | -2% | -10% | -5% | i | -0.4% | -2%
Cc1cccc(N2CCN(C(=O)c3cc4n(n3)C(C(F)(F)F)CC(c3ccco3)N4)CC2)c1C (stereo not given) | -14% | u | -55* | u | u | -74% | i | -1.4% | u
CCc1ccc(CN2CCC(C(=O)Nc3cccc(-c4nnc(C)s4)c3)CC2)o1 | 6% | -11% | -1 | 36% | 2% | -21% | i | 5.2% | u
CCCCc1cc(=O)oc2cc(OCC(=O)N3CCC(C(=O)O)(c4ccccc4)CC3)ccc12 | 5% | u | 11 | -30% | u | -5% | i | 2.9% | u
Cn1ccnc1C(=O)c1cc(=O)c2ccccc2o1 | 2% | 67%[activator] | 13 | -2% | 4% | -4% | i | 3.8% | -3%
O=C(CSc1nc2ccccc2c(=O)n1-c1ccccc1)NC(=O)CN1CCCC1=O | -3% | -11% | 8 | 2% | 13% | -3% | u | 0.2% | 0%
O=C(O)CC1(CC(=O)Nc2ccccc2Br)CCCC1 | 2% | 3% | 15 | 4% | -5% | 22% | i | -0.2% | 15%
Oc1cccc(C=NCc2ccccc2)c1 | -4% | 3% | 0 | 2% | -14% | 5% | i | -0.6% | 1%
C1CN(CC2COC(CN3CCOCC3)CO2)CCO1 (stereo not given) | 1% | 8% | 19 | -19% | 12% | 15% | i | 0.2% | 9%
CCN(C(=O)CN1CCN(c2ccccc2)CC1)c1c(N)n(Cc2ccccc2)c(=O)[nH]c1=O | -10% | 1% | 11 | -5% | -3% | -9% | i | -0.3% | 4%
Cc1ccc(C)c(N2CCN(C(=O)CCc3nc(-c4ccccc4Br)no3)CC2)c1 | 2% | 0% | -10 | u | 21% | -34% | i | 6.3% | u
CC1(c2ccccc2)CC(C)(C)N2C(=O)C(=O)c3cccc1c32 (stereo not given) | 20% | -17% | -1 | 5% | 1% | -13% | i | 0.2% | -7%
CCOC(=O)N1CCN(C(=O)c2cn(CC)c3ccc(S(=O)(=O)N4CCC(C)CC4)cc3c2=O)CC1 | 12% | 4% | -8 | 0% | 0% | -5% | i | -0.6% | 15%
CCCN(CCC)S(=O)(=O)c1ccc(C(=O)OCCN2C(=O)c3cccc4c(N5CCOCC5)ccc(c34)C2=O)cc1 | u | 1% | 43 | -14% | -2% | -2% | x | 0.4% | 16%
Cc1cc(C)c(NC(=O)CSc2nnc(-c3ccccn3)n2N)c(Cl)c1 | -3% | 11% | 3 | 11% | -4% | -13% | i | -0.9% | 3%
Cc1nc(C(=O)NCc2ccccc2)sc1C1(C)CC(c2ccccc2)=NO1 (stereo not given) | 1% | 6% | -16 | u | u | -3% | i | 3.9% | 0%
O=C(CSc1cn(CC(=O)N2CCCCC2)c2ccccc12)NCC1CCCO1 (stereo not given) | 3% | -11% | -21 | -3% | 0% | -69% | i | 0.6% | -24%
CCOC(=O)C1CCN(c2cc(=O)n(C3CCCCC3)c(=O)[nH]2)CC1 | -6% | 3% | 22 | 3% | 11% | 1% | i | -0.9% | 2%
Clc1ccc2nc(-c3ccco3)c(Cc3ccccc3)n2c1 | x | -28% | -6 | x | x | -19% | u | 10µM* | 11µM*

Exported with two lines to a compound: part of the list above.
Fields: A549 tox | ATXN2 expr inh | IL1B secr inh | MCF10A rerep | Nrf2 inh | HepG2 viability | S2 tox | Nrf2 ARE act | TGFb inhibitor
Cc1nnc(N/N=C/c2cc([N+](=O)[O-])c(N3CCC(C)CC3)cc2N2CCC(C)CC2)n1N
  u | -27% | -68* | u | 18µM* | -96% | i | -2.9% | -13%
O=C(O)CN1C(=O)/C(=C\c2cc(Br)ccc2OCc2ccccc2Cl)SC1=S
  -13% | -14% | 52 | u | -20% | -10% | i | 5.1% | u
COC(=O)C1=C(C)Nc2c(c(=O)n(C)c(=O)n2C)C1c1ccncc1 (stereo not given)
  0% | -6% | 0 | 0% | 9% | -11% | i | 0.2% | -6%
